D2 potentiator: positive allosteric modulators of human D2 dopamine receptor | HEK293 T-REx D2, calcium flux, EC20 dopamine potentiation | potentiation, % at 10 µM | 340,000 tested, 0.34% active;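 active = potentiation over 3 SD above the plate norm, cut at about 30% in these data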; note: 0% is about no effect
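Tetracycline-induced Hek293 Trex D2 cells, force-coupled to calcium, loaded with no-wash calcium dye. Compound added with 180 s kinetic read for agonism, then EC20 dopamine and a further 180 s read for potentiation.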
D2 antagonist: antagonizes the human D2 dopamine receptor. P14416. HEK293 TREx D2 cells, calcium flux, dopamine EC80. inhibition, % at 10 µM. 340,000 tested, 2% active. AID 485344; in the data active = inhibition above about 30%; note: 0% is about no effect
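Measurement of antagonist activity uses fluorescent calcium dye in inducible HEK293 T-REx D2 cells: 10 s baseline, compound addition with 180 s read, EC80 dopamine addition with a further 180 s read.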
RXFP1 antagonist: antagonists of human relaxin receptor RXFP1. AID 1259400. Q9HBX9. HEK293-RXFP1, relaxin-stimulated cAMP HTRF, 30 min; stronger effect = lower value. 350,000 tested, 0.59% active. activity change, negative = inhibition, % at 57.5 µM;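 active = activity change of -60% or lower, but not beyond a set lower limit; inconclusive = change between -60% and -40%, or beyond the set limit; inactive = change above -40%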; note: % is set by controls: 0 for no effect and ±100 for the full control effect
Target sequence (Q9HBX9 whole entry, looked up): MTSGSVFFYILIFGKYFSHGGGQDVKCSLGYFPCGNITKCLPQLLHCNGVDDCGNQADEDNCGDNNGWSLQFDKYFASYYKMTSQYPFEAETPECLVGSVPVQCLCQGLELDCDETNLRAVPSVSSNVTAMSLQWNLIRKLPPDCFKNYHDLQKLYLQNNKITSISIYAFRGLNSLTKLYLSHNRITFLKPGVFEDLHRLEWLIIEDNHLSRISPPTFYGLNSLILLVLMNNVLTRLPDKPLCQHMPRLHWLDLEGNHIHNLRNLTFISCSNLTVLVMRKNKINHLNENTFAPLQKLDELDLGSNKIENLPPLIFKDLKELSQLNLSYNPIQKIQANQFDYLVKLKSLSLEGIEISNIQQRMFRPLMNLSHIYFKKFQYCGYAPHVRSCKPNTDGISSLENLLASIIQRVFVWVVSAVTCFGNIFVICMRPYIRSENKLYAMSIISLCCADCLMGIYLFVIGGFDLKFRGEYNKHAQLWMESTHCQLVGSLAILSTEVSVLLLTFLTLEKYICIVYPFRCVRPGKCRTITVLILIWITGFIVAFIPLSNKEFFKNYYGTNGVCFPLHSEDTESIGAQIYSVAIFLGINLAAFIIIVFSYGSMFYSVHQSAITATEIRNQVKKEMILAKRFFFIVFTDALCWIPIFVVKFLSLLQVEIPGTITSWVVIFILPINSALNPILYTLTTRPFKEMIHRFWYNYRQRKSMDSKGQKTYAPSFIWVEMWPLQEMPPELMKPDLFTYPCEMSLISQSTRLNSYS
RXFP1 agonist: activates the human relaxin receptor RXFP1; Q9HBX9; HEK293T-RXFP1 cAMP TR-FRET, 30 min; response scale: percent of porcine relaxin response, buffer zero; Potency, µM (titrated, usually from 57.5 µM), without a hit: top-dose activation, most hits filed as activators; 370,000 tested, 0.3% active; active = well fitted activation curve with a large enough effect; inconclusive = small, poorly fitted or top-dose-only effect; note: potency is the fitted concentration of half-maximal effect; % is set by controls: 0 for no effect and ±100 for the full control effect; nearly all actives have a fitted effect of over 60% in size; many of its hits are not listed in these tables
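HEK293 cells stably expressing RXFP1, treated 30 min at 37C with compounds plus PDE4 inhibitor Ro 20174; cAMP measured by HTRF TR-FRET. Normalized to buffer and 29 nM porcine relaxin; EC50 by Hill fit.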
D1 potentiator: enhances dopamine response at the human D1 receptor; HEK293 TREx D1 cells, calcium flux, dopamine EC20 potentiation; potentiation, % at 10 µM; 360,000 tested, 0.036% active; in the data active = potentiation above about 30%; note: 0% is about no effect
TRHR PAM: allosteric enhancers of human TRH receptor; enhancement, % at 2 µM; AID 493056; 360,000 tested, 0.66% active; P34981; TRHR cells, fluo-8 calcium fluorescence, EC20 TRH enhancement; in the data active = enhancement above about 30%; note: 0% is about no effect
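Enhancer read-out: after compound pinning and an initial kinetic agonist-mode read, an EC20 of TRH (10 nM final) was injected and fluo-8 calcium signal (Ex 480/Em 530) followed at 1 s/cycle for 100 cycles in TRHR-expressing cells.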
D1 ag: activates the human D1 dopamine receptor; 360,000 tested, 1% active; HEK293 T-REx D1 cells, calcium flux, agonist mode; activation, % at 2 µM; P21728; in the data active = activation above about 30%; note: 0% is about no effect
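Inducible HEK293 T-REx D1 cells, force-coupled to calcium signalling, were plated at 4000 cells/well with tetracycline and held overnight at 30 C. After no-wash calcium dye loading, compound-evoked calcium rise over 180 s flagged agonists.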
D2 ag: activates the human D2 dopamine receptor. P14416. HEK293 T-REx D2 cells, calcium flux agonist mode. activation, % at 2 µM. 340,000 tested, 0.53% active. AID 485358;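 active = activation over 3 SD above normal in the single-dose calcium agonist read, cut at about 30% in these data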; note: 0% is about no effect
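Agonism scored from kinetic calcium signal (1 read/sec, 180 s) following compound pin transfer, after a 10 s baseline. Cells: HEK293 Trex line expressing inducible D2 receptor coupled to calcium, dye-loaded after overnight culture at 30 C.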
D1 antagonist: antagonists of human D1 dopamine receptor; activity change, negative = inhibition, % at 10 µM; 360,000 tested, 3.2% active; AID 504652; HEK293 TREx D1 cells, calcium flux, dopamine EC80; stronger effect = lower value; in the data active = activity change below about -30%; note: % is set by controls: 0 for no effect and ±100 for the full control effect
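Inducible Hek293 Trex D1 cells (tetracycline, overnight, 30 C). Calcium dye 30–90 min RT. Antagonist mode: EC80 dopamine added after 180 s compound read.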
* hit, by the source's call; ? = inconclusive; . = not tested or not shown; & = joins results of further samples.

SMILES	D2 potentiator	D2 antagonist	RXFP1 antagonist	RXFP1 agonist	D1 potentiator	TRHR PAM	D1 ag	D2 ag	D1 antagonist
CCN(CC)S(=O)(=O)c1cccc(C(=O)NNC(=O)C2=NN(c3ccccc3)C(=O)CC2)c1	4	-4	30	0.2%	-3	10	0	0.4	25
CCCOC(=O)c1ccc(NC(=O)c2cc(=O)[nH]c3ccccc23)cc1	.	.	-4	2.1%	-2	5	5	.	-33*
O=C(Nc1nc(-c2cc(F)ccc2F)cs1)C1=COCCO1	-4	-3	-17	1.7%	-6	15	4	-0.1	-14
Cc1ccc(/C=[N+](/[O-])C2SC(=S)N(C)C2(C)C)cc1 (stereo not given)	.	.	-3	-0.2%	-1	0	1	.	-6
O=C(NCc1ccco1)C1CC(c2c(Cl)cccc2Cl)=NO1 (stereo not given)	-6	4	.	2.4%	-12	-6	-1	-0.1	-10
COc1ccc2cc(C(=O)N3CCc4ccccc43)[nH]c2c1	-1	-5	-1	3.5%	-3	6	3	-0.3	-7
COCC(C)NC(=O)c1cc(-c2ccc(O)cc2)on1 (stereo not given)	10	10	-3	1.1%	-4	-5	3	-0.3	-18
CCOC(=O)c1sc2nc(N3CCOCC3)c3c(c2c1N)CCC3	4	-4	5	6.1%	0	1	1	0.0	-18
Cc1ccc(S(=O)(=O)N(C)Cc2ccc(-c3nnc4n3CCC4)cc2)cc1	-8	8	-10	-1.4%	0	-3	5	0.7	2
COc1cc(N)ccc1NC(=O)c1cccs1	9	11	-1	-1.9%	0	2	2	0.1	-15
CCOc1c(C)cnc2c1c(=O)n(Cc1ccccc1Cl)c(=O)n2C	-3	0	-23	4.6%	1	1	2	-0.2	3
Cc1nn(-c2ccccc2)c(Cl)c1/C=N/Nc1nc2ccccc2[nH]1	-11	-5	-7	0.1%	0	5	-1	-0.8	6

Just D2 potentiator, for some of the entries so far:
structure,D2 potentiator
CCOc1c(C)cnc2c1c(=O)n(Cc1ccccc1Cl)c(=O)n2C,-3
Cc1nn(-c2ccccc2)c(Cl)c1/C=N/Nc1nc2ccccc2[nH]1,-11

The list continues:
SMILES	D2 potentiator	D2 antagonist	RXFP1 antagonist	RXFP1 agonist	D1 potentiator	TRHR PAM	D1 ag	D2 ag	D1 antagonist
CCN1CCN(CCCNC(=O)c2cnn(-c3ccccc3Cl)c2C2CCN(C(=O)OC(C)(C)C)CC2)CC1	-2	.	-9	-0.6%	6	9	5	-1.6	6
Cc1nc2ccccc2c(=O)n1NC(=O)C1CCC(C(C)(C)C)CC1 (stereo not given)	12	-10	16	3.1%	0	3	3	0.2	-8
O=C(COc1ccc2ccc(=O)oc2c1)Nc1cccnc1	11	-7	3	0.3%	-7	15	6	-0.4	-1
CC1C(=O)Nc2ccccc2N1C(=O)c1ccc(Cl)c(Cl)c1 (stereo not given)	-1	20	-13	-2.0%	-2	-3	0	-0.5	-8
O=C(COc1ccc(Cl)cc1)NCC(c1cccs1)S(=O)(=O)c1ccc(F)cc1 (stereo not given)	-6	.	.	0.5%	-1	1	-5	0.6	.
CCc1ccc(CNC(=O)c2ccc(CSc3nc4ccncc4n3Cc3ccccc3)cc2)cc1	10	.	-5	0.8%	-7	-2	7	1.1	21
CCCCCCSc1ccc([C@@H]2[C@@H]3C(=O)N(CC)C(=O)[C@@H]3[C@]3(C(=O)OC)CCCCN23)cc1OC	0	6	.	0.1%	-6	-6	5	1.0	-4
COc1ccc(CCNc2nc3c(c(=O)n(C)c(=O)n3C)n2Cc2ccccc2Cl)cc1OC	-7	.	-8	-0.6%	-3	0	5	-1.8	-7
CC(C)(C)C1CCc2c(sc(NC(=O)c3ccncc3)c2C(=O)Nc2ccccc2Cl)C1 (stereo not given)	6	.	2	4.4%	-2	-5	9	.	-13
CCOC(Cn1c(SCC(=O)Nc2cc(C)on2)nc2ccccc2c1=O)OCC	-4	0	-2	-0.2%	4	0	1	-0.6	-11
CCOC(=O)c1c(C2CC2)csc1NC(=O)COC(=O)c1ccc[n+]([O-])c1	4	7	.	-0.7%	-7	-3	1	-1.1	7
CC(=O)N1CCC(C(=O)NC2CCCc3c2cnn3-c2cc(F)cc(F)c2)CC1 (stereo not given)	6	7	-8	1.9%	0	-3	2	0.0	6
CN(C)S(=O)(=O)c1cccc(NC(=O)CSc2nc3c(cc2C#N)C(=O)CC(C)(C)C3)c1	1	11	-30	-0.2%	-7	0	2	1.0	0
CCCCNC(=S)Nc1ccccc1F	-9	12	-1	2.1%	2	-5	2	0.2	15
COc1ccccc1CCNC(=O)C(=O)NCC(c1cccs1)S(=O)(=O)c1ccc(C)cc1 (stereo not given)	-4	.	.	1.4%	-3	16	8	0.1	.
CCN1CCN(C(c2ccc(F)cc2)c2nnnn2Cc2cccs2)CC1 (stereo not given)	-6	7	-1	-2.4%	-2	-7	6	1.2	-6
CN(c1ccccc1)c1nc(N)c([N+](=O)[O-])c(Nc2ccc(F)cc2)n1	4	5	-8	0.8%	0	3	5	0.8	17
Cc1ccc(C)c(N2CCN(Cc3nnc(-c4ccccc4)o3)CC2)c1	-15	.	-18	2.2%	-4	-2	7	0.5	11
COC(=O)c1cc(C#N)c(NCc2ccc(Cl)cc2Cl)nc1C	4	-1	-2	26%	-1	4	3	0.4	-2
Cc1nn(C(C)C(=O)NC2CCC(C)CC2)c(=O)c2c1sc1ccccc12 (stereo not given)	-10	.	-11	0.1%	-4	-4	2	1.4	0
O=C(/C=C/c1ccco1)NC(=S)Nc1ccccc1Br	5	15	-12	0.5%	-8	1	1	0.4	-12
Cn1c(=O)[nH]c2cc(-c3noc(-c4ccc(Br)cc4)n3)ccc21	2	.	.	25%	0	10	2	1.4	7
CCN1CCN(CCNC(=O)c2cn(C(C)c3ccccc3F)nn2)CC1 (stereo not given)	-4	-5	-3	-0.1%	1	-11	1	0.0	-4
CC(NC(=S)N1CCOCC1)c1ccccc1 (stereo not given)	2	-14	20	2.1%	-1	3	3	0.2	2

A second format for some results above.
Below each compound – D2 potentiator, D2 antagonist, RXFP1 antagonist, RXFP1 agonist, D1 potentiator, TRHR PAM, D1 ag, D2 ag, D1 antagonist
CCOC(=O)c1c(C2CC2)csc1NC(=O)COC(=O)c1ccc[n+]([O-])c1
  4, 7, ., -0.7%, -7, -3, 1, -1.1, 7
CC(=O)N1CCC(C(=O)NC2CCCc3c2cnn3-c2cc(F)cc(F)c2)CC1 (stereo not given)
  6, 7, -8, 1.9%, 0, -3, 2, 0.0, 6
CN(C)S(=O)(=O)c1cccc(NC(=O)CSc2nc3c(cc2C#N)C(=O)CC(C)(C)C3)c1
  1, 11, -30, -0.2%, -7, 0, 2, 1.0, 0
CCCCNC(=S)Nc1ccccc1F
  -9, 12, -1, 2.1%, 2, -5, 2, 0.2, 15
COc1ccccc1CCNC(=O)C(=O)NCC(c1cccs1)S(=O)(=O)c1ccc(C)cc1 (stereo not given)
  -4, ., ., 1.4%, -3, 16, 8, 0.1, .
CCN1CCN(C(c2ccc(F)cc2)c2nnnn2Cc2cccs2)CC1 (stereo not given)
  -6, 7, -1, -2.4%, -2, -7, 6, 1.2, -6
CN(c1ccccc1)c1nc(N)c([N+](=O)[O-])c(Nc2ccc(F)cc2)n1
  4, 5, -8, 0.8%, 0, 3, 5, 0.8, 17
Cc1ccc(C)c(N2CCN(Cc3nnc(-c4ccccc4)o3)CC2)c1
  -15, ., -18, 2.2%, -4, -2, 7, 0.5, 11
COC(=O)c1cc(C#N)c(NCc2ccc(Cl)cc2Cl)nc1C
  4, -1, -2, 26%, -1, 4, 3, 0.4, -2
Cc1nn(C(C)C(=O)NC2CCC(C)CC2)c(=O)c2c1sc1ccccc12 (stereo not given)
  -10, ., -11, 0.1%, -4, -4, 2, 1.4, 0
O=C(/C=C/c1ccco1)NC(=S)Nc1ccccc1Br
  5, 15, -12, 0.5%, -8, 1, 1, 0.4, -12
Cn1c(=O)[nH]c2cc(-c3noc(-c4ccc(Br)cc4)n3)ccc21
  2, ., ., 25%, 0, 10, 2, 1.4, 7
CCN1CCN(CCNC(=O)c2cn(C(C)c3ccccc3F)nn2)CC1 (stereo not given)
  -4, -5, -3, -0.1%, 1, -11, 1, 0.0, -4

(more compounds)
SMILES	D2 potentiator	D2 antagonist	RXFP1 antagonist	RXFP1 agonist	D1 potentiator	TRHR PAM	D1 ag	D2 ag	D1 antagonist
Cc1cc(NC(=O)Cn2c(=O)c3c(ncn3CCC(C)C)n(Cc3ccccc3)c2=O)no1	-9&3	17&0	1	3.8%&0.7%	1&-2	-10&0	4&3	1.1&6.2	-6&7
O=C(CN(C(=O)c1csnn1)c1ccccc1F)NC1CCCCC1	-3	6	-3	0.9%	-7	1	3	0.3	-2
O=C(Cn1nc2c(cc1=O)CCCC2)NCc1ccccc1Cl	8	.	3	2.1%	1	-2	0	1.9	-23
CCc1ccc(NC(=O)CN(c2cccc(C)c2)S(C)(=O)=O)cc1	7	-3	-10	0.8%	1	-2	1	-0.2	1
COc1ccc(OCC(=O)N/N=C/C(C)=C/c2ccco2)c(Br)c1	3	0	-14	-0.4%	-3	-11	5	-0.1	7
CCOC(=O)N1c2ccccc2C=CC1OCC (stereo not given)	21	16	.	1.7%	-1	0	0	-1.2	-9
COC(=O)c1cc(NC(=O)c2nccnc2C(=O)O)cc(C(=O)OC)c1	-2	18	.	0.9%	.	-6	1	0.3	-2
C=CCn1cc(C(C)=O)c(=O)[nH]c1=O	.	.	4	0.7%	-1	-1	-1	.	21
O=C(CCC1CCCNC1)c1ccccc1 (stereo not given)	1	8	.	1.9%	1	-5	2	-0.1	-8
C(=N\n1cnnc1)/c1cccn1-c1ccccc1	-11	-3	-6	-1.6%	-4	6	5	0.9	2
Cc1ccc(N(CC(=O)N/N=C/c2cccs2)S(C)(=O)=O)cc1Cl	21	-62	-16	-3.2%	-4	14	13	-0.5	0
O=S(=O)(Nc1ccccn1)c1ccc(Cl)c2ccccc12	-2	31*	28	?	-7	-9	11	-0.9	2
COc1ccc(NC(=O)C/C(C)=N/NC(=O)COc2ccc(OC)cc2)cc1	8	8	-14	-0.5%	-1	1	3	-0.3	-2
COc1cc(OC)cc(C(=O)NCC(=O)OCC(=O)C(C)(C)C)c1	5	2	-6	3.5%	-2	16	0	0.8	-1
CC(O)CNC(=O)C1CCN(Cc2ccc(OCc3ccccc3)cc2)CC1 (stereo not given)	16	6	-15	0.4%	9	0	4	-0.2	-18
C[n+]1cnc(-c2ccccc2)cc1-c1ccccc1	16	7	-12	0.9%	-3	7	0	0.2	-14

Not all compounds are listed, so the mix of outcomes need not match the whole.
